# Menin-MLL TR inh: qHTS Assay for Inhibitors Targeting the Menin-MLL Interaction in MLL Related Leukemias: Competition With Texas Red Labeled MLL-derived Mutant Peptide | O00255 | Menin + Texas Red MLL mutant peptide, fluorescence polarization | Potency, µM (highest dose often 61.6 µM), without a hit: at the highest dose FP activity change, negative = inhibition, most hits filed as inhibitors | actives 0.23% (n = 270,000) | AID 1768, 2009; active means well fitted inhibition curve with a large enough effect in the polarisation, with a control signal flat, not every such curve was filed as active; inconclusive means small, poorly fitted or top-dose-only effect, or effect the other way, or a change in a side signal; inactive means no such curve, though single readings can be large or run the other way; the % refers to the polarisation; further: potency means the concentration at half of the fitted maximal effect; % of control where 0% means no effect; many of its hits are not listed in these tables
# FLuc modulator: qHTS profiling assay for firefly luciferase inhibitor/activator using purifed enzyme and Km concentrations of substrates (counterscreen for miR-21 project); Luciferin 4-monooxygenase (Photinus pyralis), P08659; purified FLuc, Km substrates, luminescence inhibition; Potency, µM (doses to about 57.5 µM), for inactives: at the top dose activity change, negative = inhibition, usual class: inhibitors; actives 6.9% (n = 360,000); AID 588342, 2011;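 further: potency means the concentration at half of the fitted maximal effect; plate controls were vehicle for no effect and reference inhibitor for full effect; nearly all actives have a fitted effect of over 55% in size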
# Target sequence (P08659 whole entry, looked up): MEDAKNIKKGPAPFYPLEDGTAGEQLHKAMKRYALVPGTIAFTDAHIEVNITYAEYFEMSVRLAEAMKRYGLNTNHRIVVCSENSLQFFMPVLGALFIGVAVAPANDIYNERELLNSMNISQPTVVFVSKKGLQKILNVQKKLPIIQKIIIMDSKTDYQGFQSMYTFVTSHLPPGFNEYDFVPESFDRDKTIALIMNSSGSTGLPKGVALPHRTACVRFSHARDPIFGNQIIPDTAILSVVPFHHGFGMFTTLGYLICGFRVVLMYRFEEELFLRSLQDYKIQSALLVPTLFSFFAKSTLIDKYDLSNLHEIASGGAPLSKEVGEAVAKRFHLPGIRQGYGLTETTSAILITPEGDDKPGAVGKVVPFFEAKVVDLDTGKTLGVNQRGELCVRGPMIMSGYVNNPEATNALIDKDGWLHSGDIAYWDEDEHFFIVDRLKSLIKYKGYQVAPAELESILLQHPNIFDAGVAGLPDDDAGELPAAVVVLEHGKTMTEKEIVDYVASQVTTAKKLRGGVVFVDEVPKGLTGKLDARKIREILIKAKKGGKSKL
#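 Biochemical qHTS of compounds, final roughly 60 µM downward over six points, against 10 nM purified firefly luciferase using Km concentrations of substrates (10 uM D-luciferin, 10 uM ATP) in Tris acetate pH 7.5 buffer; luminescence output.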
# BRCA1 expr act: qHTS Assay to Identify Small Molecule Activators of BRCA1 Expression; MCF7-BRCA1-FFLuc reporter, luminescence, 48 h; response scale: scaled: vehicle 0%, 10 µM genistein 100%; Potency, µM (titrated, usually from 46.1 µM), inactives show at the highest dose activation, actives largely listed as activators; actives 1.1% (n = 380,000); AID 624202, 2012; further: potency means the concentration at half of the fitted maximal effect; nearly all actives have a fitted effect of over 80% in size; some results filed as inactive show a strong effect at the top dose
#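 48 h compound treatment of MCF7-BRCA1-FFLuc cells (phenol-red free MEM, 37 °C), then 15 min with luciferase substrate and luminescence imaging.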
# Rab9 prom act: qHTS Assay for Rab9 Promoter Activators. AID 485297, 2010. Huh7 Rab9 promoter-luciferase reporter, luminescence, 24 h. actives 2.8% (n = 320,000). Potency, µM (titrated, usually from 9.22 µM), for inactives: at the highest dose activation, negative = inhibition, most hits filed as activators; further: potency means the concentration at half of the fitted maximal effect; % of control where 0% means no effect; nearly all actives have a fitted effect of over 60% in size
#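 Huh7 cells stably carrying Rab9 promoter–luciferase reporter, plated 1500 cells/well, compound added after 2 h and incubated 24 h at 37 °C; luciferase luminescence then read after 10 min with detection reagent.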
# RORg inh: qHTS for inhibitors of ROR gamma transcriptional activity; Nuclear receptor ROR-gamma (Mus musculus), P51450; Drosophila S2 Gal4-RORgamma UAS-luciferase reporter, 20 h; Potency, µM (titrated, usually from 53.6 µM), inactives show at the top dose activity change, negative = inhibition, usual class: inhibitors; actives 5.4% (n = 310,000); further: potency means the concentration at half of the fitted maximal effect; on the % scale 0 is the no-effect control and ±100 the full control effect; nearly all actives have a fitted effect of over 60% in size
#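 Luciferase reporter read in Schneider cells carrying Gal4-RORγ (mouse) and UAS-Photinus luciferase; cells given compound 1 h before 700 uM copper sulfate induction, then incubated 20 h at ambient temperature.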
# ELG1 genotoxic: qHTS screen for small molecules that induce genotoxicity in human embryonic kidney (HEK293T) cells expressing luciferase-tagged ELG1 | HEK293T ELG1-luciferase reporter, luminescence, 16 h | Potency, µM (titrated, usually from 46 µM), without a hit: at the top dose activity change, positive = activation, actives largely listed as activators | actives 1.3% (n = 330,000) | AID 504466, 2011; further: potency means the concentration at half of the fitted maximal effect; % of control where 0% means no effect; nearly all actives have a fitted effect of over 60% in size
#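 Cells (2,000/well) expressing the ELG1-luciferase fusion are dosed by pin tool and kept 16 hr at 37 °C, 5% CO2. Signal comes from ONE-Glo luciferase reagent after 30 min at room temperature.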
# PKM2 activator: qHTS Assay for Activators of Human Muscle isoform 2 Pyruvate Kinase; purified PKM2, Kinase-Glo ATP luminescence, activation; response scale: 0% is enzyme alone, no compound; Potency, µM (doses to about 57.5 µM), without a hit: at the top dose activation, actives largely listed as activators; actives 0.34% (n = 260,000); further: potency means the concentration at half of the fitted maximal effect; on the % scale 0 is the no-effect control and ±100 the full control effect; nearly all actives have a fitted effect of over 55% in size
# Target sequence (P14618 whole entry, looked up, canonical isoform): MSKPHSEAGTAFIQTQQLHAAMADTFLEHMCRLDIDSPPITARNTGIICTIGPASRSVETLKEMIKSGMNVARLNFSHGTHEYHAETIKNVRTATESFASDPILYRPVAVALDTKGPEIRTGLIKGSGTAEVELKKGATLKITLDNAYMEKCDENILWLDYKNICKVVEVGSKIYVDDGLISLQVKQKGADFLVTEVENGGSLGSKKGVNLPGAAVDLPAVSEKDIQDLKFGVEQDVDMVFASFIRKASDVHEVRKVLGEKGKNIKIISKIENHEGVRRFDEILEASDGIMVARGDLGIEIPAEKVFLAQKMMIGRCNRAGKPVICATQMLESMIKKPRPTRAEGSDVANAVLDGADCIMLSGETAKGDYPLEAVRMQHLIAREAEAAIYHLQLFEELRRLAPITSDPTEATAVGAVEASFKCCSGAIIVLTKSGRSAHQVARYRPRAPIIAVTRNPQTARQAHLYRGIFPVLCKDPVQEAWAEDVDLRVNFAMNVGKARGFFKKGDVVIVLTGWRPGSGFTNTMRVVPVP
#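 hPK-M2, >95% pure; 0.1 mM ADP / 0.5 mM PEP final; imidazole pH7.2 buffer w/ 7 mM MgCl2, 50 mM KCl; 1 h RT; Kinase-Glo lum. Intermediate enzyme activity for dual inhibitor/activator qHTS.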
# NPC1 prom act: qHTS Assay for NPC1 Promoter Activators; AID 485313, 2010; Potency, µM (highest dose often 9.22 µM), without a hit: at the top dose activation, actives largely listed as activators; Huh7 NPC1 promoter luciferase reporter, 24 h; actives 2.4% (n = 320,000);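 further: potency means the concentration at half of the fitted maximal effect; % of control where 0% means no effect; nearly all actives have a fitted effect of over 60% in size; reporter is driven by a mutant NPC1 promoter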
#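 Huh7 cells stably carrying NPC1 promoter–luciferase, plated in Opti-MEM with 10% FBS for 2 h, were exposed to compound in DMSO for 24 h at 37 °C; luciferase reagent was added for 10 min and luminescence read.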
# Giardia kill: Small Molecules that selectively kill Giardia lamblia: qHTS | activity change, % at 7.66 µM, hits read low | actives 0.15% (n = 340,000) | Giardia lamblia trophozoite viability | AID 540267, 2011; in the data active means activity change below about -80%; inconclusive means between about -30% and that limit;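 further: parasites exposed to compound for two days anaerobically before the ATP read; on the % scale 0 is the no-effect control and ±100 the full control effect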
#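 Luminescence from cellular ATP indicates surviving trophozoites (100 cells/well) following 48 hrs anaerobic compound treatment at 37 deg C; signal develops 15-30 min at room temperature.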
# p53 reactivator: qHTS assay for re-activators of p53 using a Luc reporter | H1299 p53-A138V BP100-luciferase reporter, luminescence, 24 h | Potency, µM (highest dose often 92.2 µM), inactives show at the highest dose activity change, positive = activation, hits mostly activators | actives 0.063% (n = 320,000); further: potency means the concentration at half of the fitted maximal effect; % of control where 0% means no effect; nearly all actives have a fitted effect of over 45% in size
#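 p53-null H1299 cells stably carrying temperature-sensitive p53-A138V and a BP100-luciferase reporter were pinned with compounds (4-point, 1:5 series) and held 24 hrs at 37 deg C. Luminescence was read 10 min after detection reagent.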
# VP16 counter: VP16 counterscreen qHTS for inhibitors of ROR gamma transcriptional activity. Drosophila S2 Gal4-VP16 UAS-luciferase, luminescence, 20 h. Potency, µM (top dose mostly 53.6 µM), for inactives: top-dose activity, negative = inhibition, actives largely listed as inhibitors. actives 3.5% (n = 310,000). AID 2546, 2010;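 further: Gal4-VP16 expression switched on by copper sulfate through the metallothionein promoter; potency means the concentration at half of the fitted maximal effect; on the % scale 0 is the no-effect control and ±100 the full control effect; nearly all actives have a fitted effect of over 50% in size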
# The depositor's hits bear a star; u = inconclusive; x = no result given; & = joins results of further samples; [ ] = another dose, or the depositor's remark. Unless noted, the call rests on the fitted dose curve; in most records, active means well fitted curve in the direction sought with a large enough effect; inconclusive means small, poorly fitted or top-dose-only effect, or another doubt; inactive means no such curve, though single readings can be large; an effect the other way counts as inactive or inconclusive. The list is partial. The share of hits here may be higher or lower than overall.
# Start of the listing, in advance, 4 compounds:
canonical_smiles | Menin-MLL TR inh | FLuc modulator | BRCA1 expr act | Rab9 prom act | RORg inh | ELG1 genotoxic | PKM2 activator | NPC1 prom act | Giardia kill | p53 reactivator | VP16 counter
Cn1c(=NC(=O)CSCC(=O)N2CCCCC2)sc2ccccc21 | -11% | -12% | 18% | x | 4% | x | 2% | x | 10 | x | 22%
COc1cc(/C=N/n2cnnc2)ccc1OCCOc1ccccc1 | 6% | 4% | 49% | -2% | 9% | 5% | 4% | -3% | -17 | 7% | -4%
O=C(OCC(=O)N1CCc2ccccc21)[C@@H]1CCCN1S(=O)(=O)c1ccccc1F | x | u | 5% | 0% | x | 4% | x | 0% | 13 | 7% | x
OCCCCCN=c1cc(-c2ccccc2)oc2ccc(Cl)cc12 | -18% | -3% | -38% | -4% | -3% | 16% | -10% | 1% | 3 | 9% | -4%

# Results, from the start:
canonical_smiles | Menin-MLL TR inh | FLuc modulator | BRCA1 expr act | Rab9 prom act | RORg inh | ELG1 genotoxic | PKM2 activator | NPC1 prom act | Giardia kill | p53 reactivator | VP16 counter
Cn1c(=NC(=O)CSCC(=O)N2CCCCC2)sc2ccccc21 | -11% | -12% | 18% | x | 4% | x | 2% | x | 10 | x | 22%
COc1cc(/C=N/n2cnnc2)ccc1OCCOc1ccccc1 | 6% | 4% | 49% | -2% | 9% | 5% | 4% | -3% | -17 | 7% | -4%
O=C(OCC(=O)N1CCc2ccccc21)[C@@H]1CCCN1S(=O)(=O)c1ccccc1F | x | u | 5% | 0% | x | 4% | x | 0% | 13 | 7% | x
OCCCCCN=c1cc(-c2ccccc2)oc2ccc(Cl)cc12 | -18% | -3% | -38% | -4% | -3% | 16% | -10% | 1% | 3 | 9% | -4%
NC(=O)c1cc(C(=O)c2ccc(Cl)cc2Cl)c[nH]1 | 14% | -2% | 32% | 1% | 41% | -19% | 0% | 7% | 6 | -5% | 2%
CCn1c(=O)c(C(=O)NNC(=O)c2ccccc2Cl)c(O)c2ccccc21 | u | 0% | -36% | -6% | 7.9µM* | 0% | 0% | -2% | -9 | 6% | u
COC(=O)c1cc(=O)n(-c2ccc(F)cc2)c(=Nc2ccc(F)cc2)s1 | 4% | 2% | -74% | 0% | u | -3% | 11% | 1% | -27 | -16% | 16µM*
CC(C)Cc1nnc(NC(=O)Cc2ccc([N+](=O)[O-])cc2)s1 | 11% | 1% | 10% | -6% | 12% | 4% | 2% | -2% | -11 | 4% | 10%
COc1ccccc1C(=O)NNC(=O)c1ccc(NC(=O)c2ccccc2)cc1 | 23% | -14% | -21% | -1% | -12% | -11% | 3% | 5% | 10 | 1% | -5%
COC(=O)c1c(NC(=O)c2ccccc2[N+](=O)[O-])sc2c1CC(C)(C)NC2(C)C | 3% | 6% | -41% | -5% | -8% | -4% | -5% | 2% | 26 | -9% | -7%
COCc1nnc(NC(=O)CC(c2ccccc2)c2ccccc2)s1 | -14% | -3% | -13% | -8% | 31% | 1% | -1% | -6% | 14 | -4% | -9%
COc1ccc(-c2csc(NC(=S)NC(=O)c3ccccc3)n2)cc1Br | x | -1% | -20% | 2% | 0% | 12% | -3% | -3% | -14 | -9% | 3%
CCn1c2ccccc2c2nnc(SCC(=O)N(C)C3CCS(=O)(=O)C3)nc21 (stereo not drawn) | -4% | -18% | 0% | 3% | 25% | -5% | 14% | 0% | 3 | -7% | 0%
CCC(=O)c1ccc(OCC(=O)OCC(=O)Nc2sccc2C(N)=O)cc1 | 20% | u | -3% | -2% | u | -1% | x | -3% | 4 | -3% | -7%
CCOC(=O)C1=C(c2ccccc2)Nc2ncnn2C1c1ccc(OC)c(OC)c1OC (stereo not drawn) | 0% | 1% | 1% | -1% | -14% | 1% | 1% | 2% | 17 | 10% | -3%
CC(CS(=O)(=O)c1ccc2c(c1)NC(=O)CS2)C(=O)NCc1ccccc1Cl (stereo not drawn) | 3% | -4% | 5% | -3% | 16% | 1%[9.26 µM] | x | 6% | -3 | 7% | -4%
Cc1n[nH]c(=O)nc1NCc1ccc(Cl)cc1 | -2% | 1% | 21% | 0% | -4% | 0% | -9% | 0% | 0 | 3% | -7%
COc1ccc2oc(=O)c(C(=O)O)cc2c1 | 5% | -4%[2.3 µM] | 1% | -6% | -11% | 2% | -8% | 3% | 8 | 1% | 0%
O=C(Nc1ccc(OC(F)(F)F)cc1)c1ccc2ccccc2n1 | -13% | u | -18% | 6% | -9% | 1% | -1% | 1% | -8 | 14% | -16%
CC(Oc1ccc(Cl)cc1)C(=O)NCCN1C(=O)S/C(=C\c2cccnc2)C1=O (stereo not drawn) | -8% | -2% | -40% | -3% | -25% | 1% | 5% | -2% | -6 | -7% | u
Cc1ccc(C2CC(=O)NC(SCc3ccccc3)=C2C#N)cc1 (stereo not drawn) | 14% | 9% | -23% | -1% | u | -3% | 2% | -3% | -7 | -13% | -4%
O=C(Cn1nc(-c2ccccc2)ccc1=O)NCCN1CCN(Cc2ccccc2)CC1 | -7% | 5% | 5% | 0% | u | -8% | 8% | -3% | 6 | 10% | 1%[0.365 µM]
Cc1c(C(=O)NCc2ccc3c(c2)OCO3)sc2nc(-c3ccc(F)cc3)cn12 | 8% | 1% | 3% | -2% | -21% | 12% | 5% | 1% | -22 | 0% | -1%
COc1ccc2nc(N3C(=O)CC(C(C)c4ccccc4)C3=O)sc2c1 (stereo not drawn) | -15% | 21µM* | -4% | 0% | u | -1% | -2% | 0% | -9 | 4% | u
CCCOc1nnnn1-c1ccccc1 | -15% | -2% | 4% | 1% | u | 0% | -4% | 15% | 3 | 1% | -1%
O=C(O)c1ccc2c(c1)S(=O)(=O)N=C1CCCCCN12 | 4% | 3% | 9% | -3% | 20% | 2% | 3% | -2% | -5 | 4% | -9%
Cn1c(-c2ccc(CN3CCCCC3)o2)nc2ccccc21 | -16% | 15µM* | 3.2µM* | u | u | u | -10% | u | -1 | 11% | u
OCCNCC(O)CN1c2ccccc2Sc2ccccc21 (stereo not drawn) | 2% | -1% | -1% | 2% | u | -4% | 0% | -3% | -3 | x | -6%
CC(C)(C)n1cn[nH]c1=S | x | 4% | -29% | 10% | 11µM* | 0% | 1% | -2% | 7 | 0% | -13%
Cc1cc(NC(=O)COC(=O)[C@@H](NS(=O)(=O)c2ccc(Br)cc2)C(C)C)no1 | x | 0% | -10% | 1% | 15% | -1% | -3% | -1% | 13 | -1% | -2%
CCN1CCc2c(OCC(=O)Nc3ccc(C)cc3)cccc2C1=O | x | 0% | -27% | -1% | -4% | 2% | 0% | -7% | -11 | -1% | 2%
COc1cc(C)c(Cl)cc1S(=O)(=O)N1CCCC1 | -28% | 0% | 1% | 3% | 12% | 3% | 7% | -2% | -23 | -2% | 1%
CS(=O)(=O)N1CCN(c2ccccc2NC(=O)c2cccnc2)CC1 | -1% | 0% | -12% | -1% | -6% | 1% | -2% | -2% | -23 | -8% | 3%
COc1ccc(OC)c(/C=C2\SC(=S)N(C(C(=O)O)c3ccccc3)C2=O)c1 (stereo not drawn) | x | -9% | -14% | 0% | -35% | -2% | 1% | 6% | 6 | -3% | -2%
CCN(CC)C(C(=O)Nc1ccc2c(c1)OCO2)c1ccccc1 (stereo not drawn) | 5% | -7% | -21% | -2% | -8% | -1% | -13% | 0% | -6 | -7% | -4%
COC(=O)CCCC1=CC2=CC(=O)C(C)(OC(=O)C3CCCC3)C(=O)C2=CO1 (stereo not drawn) | -20% | 2% | -6% | -5% | 2%&-9% | 1% | 0% | -1% | -5 | -2% | 1%&3%
CC(=O)Nc1cc2c(cc1NC(=O)Cn1nc(-c3ccc4c(c3)OCCO4)ccc1=O)OCCO2 | -9% | 3% | -17% | 1% | 3% | -1% | 4% | 0% | -2 | -5% | 0%
O=c1c(Cc2ccc(F)cc2)c(O)ccn1C1CC1 | 1% | 0% | -8% | 12% | 7% | -1% | 13% | 14% | 9 | 6% | u
Cc1ccc(SCC(=O)NCCN2C(=O)CSC2=O)cc1C | -12% | -5% | 78% | 11% | 27% | 2% | -8% | 12% | -3 | 12% | -8%

# Screens from PubChem BioAssay.
